Screening results as filed in PubChem BioAssay.
hgDAF12 agonist: activates the H. glycines DAF-12 receptor ligand-binding domain; activation, % at 6.8 µM; HEK293 GAL4-hgDAF12 UAS-luciferase reporter, agonist luminescence; normalized to butyrate control; actives 1.8% (n = 370,000);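 active = activation above a cutoff set at the mean of all screened compounds plus 3 SD, cut at about 10% in these data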;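 note: 0% = DMSO wells and 100% = sodium butyrate wells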
ssDAF-12 act: activates DAF-12 receptor from parasite S. stercoralis | actives 1% (n = 370,000) | AID 652126 | HEK293 ssDAF-12/GRIP1 lit1-tk-luc reporter, luminescence; % of 3 µM dafachronic acid response | activation, % at 6.8 µM;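 active = activation above the mean over all tested compounds plus 3 SD, cut at about 0.9% in these data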;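 note: 0% = DMSO-only wells and 100% = 3 µM delta7-dafachronic acid wells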
hcDAF-12 act: H. contortus DAF-12 activation, primary screen | HEK293 hcDAF-12 lit1-tk-luc reporter, luminescence; 0% DMSO, 100% Δ7-dafachronic acid | activation, % at 6.8 µM | actives 1.4% (n = 370,000);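 active = activation above the mean of all tested compounds plus 3 SD, cut at about 5.5% in these data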;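 note: 100% = response to 3 µM Δ7-dafachronic acid high control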
NPR1 activator: GC-A (human) enzyme activation. P16066. HEK293 GC-A cells, cGMP TR-FRET, EC30 ANP; 0% at EC30 ANP, 100% saturating ANP. activation, % at 10 µM. actives 0.14% (n = 370,000); in the data active = activation above about 40%
DAX1 inh-1: inhibits human nuclear receptor DAX1. HEK293 Gal4-DAX1 luciferase reporter, luminescence. AID 504766. P51843. actives 0.99% (n = 340,000). inhibition, % at 6.75 µM;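 active = inhibition above the mean over all tested compounds plus 3 SD, cut at about 4.2% in these data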;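 note: 0% = DAX1-transfected cells with DMSO and 100% = empty-vector control cells with DMSO; inhibition shows as a rise in luminescence from relieved DAX1 repression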
Target sequence (P51843 207-470 limits assumed): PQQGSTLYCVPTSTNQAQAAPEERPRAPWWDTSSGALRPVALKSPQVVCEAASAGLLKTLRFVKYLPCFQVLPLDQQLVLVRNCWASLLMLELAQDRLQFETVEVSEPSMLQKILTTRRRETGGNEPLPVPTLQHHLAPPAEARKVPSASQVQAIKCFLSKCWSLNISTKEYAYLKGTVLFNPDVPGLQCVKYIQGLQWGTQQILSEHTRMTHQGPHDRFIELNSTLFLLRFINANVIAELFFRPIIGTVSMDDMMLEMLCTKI
SMARCA2 act: SMARCA2 function activation, primary screen | actives 1% (n = 370,000) | MG213 cells, MMTV-luciferase reporter, dexamethasone, overnight | activation, % at 9.1 µM; in the data active = activation above about 7.8%;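 note: 0% = vehicle wells and 100% = reference activator wells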
DAX1 inh-2: DAX1 (NR0B1) inhibition, primary screen | AID 652010 | HEK293T StAR-luciferase reporter, SF-1/DAX-1 repression relief | actives 1.1% (n = 370,000) | inhibition, % at 6.8 µM;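 active = inhibition above the mean over all tested compounds plus 3 SD, cut at about 3.6% in these data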;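 note: 0% = DAX-1 cells with DMSO and 100% = cells lacking DAX-1 with DMSO; higher inhibition means more luminescence from relief of DAX-1 repression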
FXN GAA850 act: activators of GAA850 frataxin (FXN) promoter. activation, % at 6 µM. HEK293 lucGAA850 FXN promoter luciferase reporter, 24 h; percent of 10 µM SAHA response. AID 540364. actives 0.56% (n = 360,000);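 active = activation above the average of all compounds screened plus 3 SD, cutoff fixed separately per campaign, cut at about 7.5% in these data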;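 note: 0% = DMSO wells and 100% = 10 µM SAHA wells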
GC-B act: GC-B (human) receptor activation; P20594; HEK293-GC-B cells, CNP EC30, cGMP TR-FRET; 0% at EC30 CNP, 100% saturating CNP; activation, % at 10 µM; actives 0.11% (n = 370,000); AID 1920062;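 active = activation at 10 µM reaching about 35% in either raw or pattern-adjusted values, limit read from the data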
KLK7 zymogen act: proKLK7 (human) activation, primary screen; purified proKLK7, EDANS-DABCYL substrate fluorescence; 100% is mature enzyme control, 0% vehicle; P49862; activation, % at 7 µM; actives 0.9% (n = 370,000);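 active = activation above the mean of all tested compounds plus 3 SD, computed per campaign excluding outliers beyond control limits, cut at about 13% in these data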
Target sequence (P49862 whole entry, looked up): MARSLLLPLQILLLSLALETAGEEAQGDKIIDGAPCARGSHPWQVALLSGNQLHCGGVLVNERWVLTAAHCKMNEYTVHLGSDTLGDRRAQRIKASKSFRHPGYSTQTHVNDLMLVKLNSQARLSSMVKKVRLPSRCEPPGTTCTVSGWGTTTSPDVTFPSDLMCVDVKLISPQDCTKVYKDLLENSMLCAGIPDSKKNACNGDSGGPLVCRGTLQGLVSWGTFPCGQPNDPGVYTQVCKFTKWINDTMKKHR
HGIII-sPLA2 inh: Blocks human group III sPLA2 activity; actives 0.56% (n = 370,000); inhibition, % at 12.2 µM; AID 743126; QFRET BODIPY PC-A2 liposome hydrolysis, fluorescence; Q9NZ20;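 active = inhibition above mean plus 3 SD of compounds lying within the high and low control bounds, cut at about 19% in these data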;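 note: 0% = median of test compound wells and 100% = no enzyme DMSO wells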
Target sequence (Q9NZ20 whole entry, looked up): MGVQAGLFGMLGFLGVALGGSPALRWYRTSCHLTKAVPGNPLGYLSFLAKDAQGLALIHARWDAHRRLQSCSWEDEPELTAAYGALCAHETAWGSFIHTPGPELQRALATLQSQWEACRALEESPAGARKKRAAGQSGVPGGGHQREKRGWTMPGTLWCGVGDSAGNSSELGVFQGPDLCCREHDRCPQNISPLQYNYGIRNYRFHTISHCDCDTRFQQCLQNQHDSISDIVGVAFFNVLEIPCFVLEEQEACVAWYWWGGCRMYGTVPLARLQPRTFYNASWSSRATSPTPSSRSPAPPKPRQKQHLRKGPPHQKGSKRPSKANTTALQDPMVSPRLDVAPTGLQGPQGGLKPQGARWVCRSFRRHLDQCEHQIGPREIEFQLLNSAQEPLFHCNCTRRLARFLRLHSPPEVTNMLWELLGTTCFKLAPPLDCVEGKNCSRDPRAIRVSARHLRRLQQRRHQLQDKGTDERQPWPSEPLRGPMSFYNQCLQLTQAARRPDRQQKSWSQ
* = called active by the depositor; & = joins results of further samples.

O=C(O)c1ccccc1-c1ccccc1C(=O)Nc1ccc(-c2nc3cc(Cl)ccc3o2)cc1 was read as hgDAF12 agonist 5.5, ssDAF-12 act -1.0, hcDAF-12 act 2.3, NPR1 activator 5.4, DAX1 inh-1 -0.7, SMARCA2 act -0.8, DAX1 inh-2 1.5, FXN GAA850 act 2.4, GC-B act 0.4, KLK7 zymogen act 2.0 and HGIII-sPLA2 inh -53.0.
O=C(c1ccc(Cl)c([N+](=O)[O-])c1)N(Cc1ccco1)C1CCS(=O)(=O)C1 (stereo unspecified) was read as hgDAF12 agonist 2.0, ssDAF-12 act -1.0, hcDAF-12 act -1.5, NPR1 activator -7.0, DAX1 inh-1 0.1, SMARCA2 act 2.8, DAX1 inh-2 0.0, FXN GAA850 act -0.1, GC-B act -10.0, KLK7 zymogen act 0.1 and HGIII-sPLA2 inh 8.3.
`CCOCCCNC(=O)Cc1ccc(F)cc1` gave hgDAF12 agonist 2.9, ssDAF-12 act -1.2, hcDAF-12 act -3.0, NPR1 activator 3.5, SMARCA2 act -3.4, DAX1 inh-2 -0.9, GC-B act -0.7, KLK7 zymogen act -0.2 and HGIII-sPLA2 inh -3.2.
Screening CSCC[C@H](N)C(=O)N1CCC(C(=O)N[C@H](C)C(=O)Nc2ccc(C(C)C)cc2)CC1 returned hgDAF12 agonist -1.2, ssDAF-12 act -1.3, hcDAF-12 act -1.4, NPR1 activator 3.5, DAX1 inh-1 -0.6, SMARCA2 act -1.4, DAX1 inh-2 -0.4, FXN GAA850 act -0.6, GC-B act 1.9, KLK7 zymogen act 0.5 and HGIII-sPLA2 inh -0.5.
`COc1ccc(C(=O)c2c[nH]c(C(=O)NCC3CCCO3)c2)cc1` (stereo unspecified) gave hgDAF12 agonist -0.7, ssDAF-12 act -0.1, hcDAF-12 act 0.2, NPR1 activator -2.9, DAX1 inh-1 0.6, SMARCA2 act 2.8, DAX1 inh-2 0.5, FXN GAA850 act 2.9, GC-B act -1.5, KLK7 zymogen act 0.3 and HGIII-sPLA2 inh 2.5.
For CCOC(=O)CN1C(=O)C(=O)N(Cc2c(C)cc(C)cc2C)C1=O the results were hgDAF12 agonist 5.7, ssDAF-12 act -0.6, hcDAF-12 act 1.2, NPR1 activator 3.6, DAX1 inh-1 -0.8, SMARCA2 act -0.3, DAX1 inh-2 -0.1, FXN GAA850 act 0.0, GC-B act 6.9, KLK7 zymogen act 0.1 and HGIII-sPLA2 inh 4.0.
`CCCNC(=O)COC(=O)/C(C#N)=C/c1cc(C)n(CCC)c1C` gave hgDAF12 agonist 1.7, ssDAF-12 act -1.7, hcDAF-12 act -1.3, NPR1 activator -1.6, DAX1 inh-1 0.1, SMARCA2 act 0.2, DAX1 inh-2 0.0, FXN GAA850 act 1.1, GC-B act -3.4, KLK7 zymogen act -1.1 and HGIII-sPLA2 inh 2.5.
Screening COc1ccc(-c2nnn(CC(=O)c3ccccc3)n2)cc1OC returned hgDAF12 agonist 2.2, ssDAF-12 act -1.5, hcDAF-12 act -0.6, NPR1 activator 3.7, DAX1 inh-1 0.0, SMARCA2 act 2.6, DAX1 inh-2 -0.3, FXN GAA850 act 2.2, GC-B act -4.3, KLK7 zymogen act 0.3 and HGIII-sPLA2 inh -47.0.
For Cc1cc(C2=NNC(=NCCc3ccccc3)SC2)c(C)n1-c1c(C)n(C)n(-c2ccccc2)c1=O the results were hgDAF12 agonist 0.7, ssDAF-12 act -1.5, hcDAF-12 act -1.0, NPR1 activator -1.6, DAX1 inh-1 0.8, SMARCA2 act 3.5, DAX1 inh-2 -0.4, FXN GAA850 act -1.3, GC-B act 5.2, KLK7 zymogen act 0.4 and HGIII-sPLA2 inh -3.0.
Screening CCOC(=O)C(=O)N=Nc1c(O)n(C)c2ccccc12 returned hgDAF12 agonist -1.3, ssDAF-12 act -0.9, hcDAF-12 act 2.7, NPR1 activator 2.4, DAX1 inh-1 0.8, SMARCA2 act 1.2, DAX1 inh-2 0.7, FXN GAA850 act -1.1, GC-B act -7.8, KLK7 zymogen act -0.2 and HGIII-sPLA2 inh -1.6.
`COc1cc(CCCN2C(N)=NC[C@@H]2Cc2ccc(O)cc2)cc(OC)c1OC` gave hgDAF12 agonist 0.0, ssDAF-12 act -1.3, hcDAF-12 act 1.7, NPR1 activator 2.6, DAX1 inh-1 -0.3, SMARCA2 act 0.9, DAX1 inh-2 -0.4, FXN GAA850 act 0.5, GC-B act -0.9, KLK7 zymogen act 0.1 and HGIII-sPLA2 inh 1.1.
Screening CSc1ccccc1C(=O)Nc1cccc(C(C)O)c1 (stereo unspecified) returned hgDAF12 agonist -2.1, ssDAF-12 act -1.2, hcDAF-12 act -2.0, NPR1 activator -3.6, DAX1 inh-1 -1.4, SMARCA2 act -2.7, DAX1 inh-2 0.4, FXN GAA850 act 1.1, GC-B act 3.7, KLK7 zymogen act 0.5 and HGIII-sPLA2 inh 17.3.
`COc1ccc(CNC(=O)CN(Cc2ccccc2)S(=O)(=O)c2ccc(Cl)cc2)cc1` gave hgDAF12 agonist -6.0, ssDAF-12 act -2.4, hcDAF-12 act -3.5, NPR1 activator -2.7, DAX1 inh-1 -1.0, SMARCA2 act -5.4, DAX1 inh-2 -2.0, FXN GAA850 act -4.4, GC-B act -0.5, KLK7 zymogen act 0.4 and HGIII-sPLA2 inh 1.6.
COc1ccccc1CNC(=O)c1ccc(NC2=NC3CS(=O)(=O)CC3S2)cc1 (stereo unspecified) was read as hgDAF12 agonist 10.5*, ssDAF-12 act -1.4, hcDAF-12 act 0.8, NPR1 activator 0.1, DAX1 inh-1 -0.1, SMARCA2 act -1.7, DAX1 inh-2 0.3, FXN GAA850 act 3.2, GC-B act -5.1, KLK7 zymogen act -0.5 and HGIII-sPLA2 inh 3.0.
`CCOC(=O)N1CCN(Cc2ccc(OCC(O)CN3CCCCC3)cc2)CC1` (stereo unspecified) gave hgDAF12 agonist 0.8, ssDAF-12 act -0.4, hcDAF-12 act -1.7, NPR1 activator 1.6, DAX1 inh-1 -0.5, SMARCA2 act -0.7, DAX1 inh-2 -0.6, FXN GAA850 act -1.1, GC-B act 0.2, KLK7 zymogen act -0.1 and HGIII-sPLA2 inh -0.4.
CC(C)(C)S(=O)(=O)N1C[C@H]2C(=C(CCO)C[C@H]3C(=O)N(c4ccccc4)C(=O)[C@H]32)[C@@H]1CCO was read as hgDAF12 agonist -1.4, ssDAF-12 act -1.0, hcDAF-12 act -0.6, NPR1 activator -0.4, SMARCA2 act -3.8, DAX1 inh-2 -0.5, GC-B act -3.7, KLK7 zymogen act 0.4 and HGIII-sPLA2 inh 4.3.
`CC(C)c1nnc(NC(=O)COc2ccc3c(c2)OCO3)s1` gave hgDAF12 agonist 0.0, ssDAF-12 act -0.6, hcDAF-12 act -0.9, NPR1 activator 5.8, DAX1 inh-1 0.9, SMARCA2 act 1.9, DAX1 inh-2 0.3, FXN GAA850 act 2.2, GC-B act 0.1, KLK7 zymogen act 0.3 and HGIII-sPLA2 inh 0.4.
For CCn1c(SCc2cc(=O)n3ccsc3n2)nc2ccccc21 the results were hgDAF12 agonist 0.9, ssDAF-12 act -1.5, hcDAF-12 act -0.4, NPR1 activator -2.9, DAX1 inh-1 0.2, SMARCA2 act 0.0, DAX1 inh-2 0.4, FXN GAA850 act 2.0, GC-B act 1.4, KLK7 zymogen act -0.5 and HGIII-sPLA2 inh -7.1.
Screening O=C(CCNC(=O)c1ccc(Br)cc1)Nc1ccccc1N1CCCC1 returned hgDAF12 agonist 1.5, ssDAF-12 act -1.1, hcDAF-12 act 0.2, NPR1 activator -5.7, DAX1 inh-1 -0.9, SMARCA2 act 2.6, DAX1 inh-2 1.1, FXN GAA850 act 0.8, GC-B act -10.6, KLK7 zymogen act 0.1 and HGIII-sPLA2 inh -8.6.
CCOC(=O)N1CCN(C(=O)Cn2nc(C)n3nc(-c4ccc(OC)cc4)cc3c2=O)CC1 was read as hgDAF12 agonist -0.8, ssDAF-12 act -1.1, hcDAF-12 act 1.6, NPR1 activator 1.6, DAX1 inh-1 -0.6, SMARCA2 act 1.6, DAX1 inh-2 -0.4, FXN GAA850 act 3.5, GC-B act 1.6, KLK7 zymogen act 1.0 and HGIII-sPLA2 inh 7.4.
`CC(C)CCOc1ccc(C(=O)Nc2cc(S(=O)(=O)N3CCOCC3)ccc2N2CCOCC2)cc1` gave hgDAF12 agonist -0.1, ssDAF-12 act -1.0, hcDAF-12 act -1.0, NPR1 activator 2.2, DAX1 inh-1 1.6, SMARCA2 act 3.2, DAX1 inh-2 0.3, FXN GAA850 act 0.0, GC-B act 1.7, KLK7 zymogen act 0.2 and HGIII-sPLA2 inh 4.0.
CCn1cnc2sc(C(=O)N3CCN(c4ccc(OC)cc4)CC3)c(C)c2c1=O was read as hgDAF12 agonist -0.1, ssDAF-12 act -1.2, hcDAF-12 act -0.4, NPR1 activator 1.0, DAX1 inh-1 0.4, SMARCA2 act 0.8, DAX1 inh-2 -0.1, FXN GAA850 act 1.7, GC-B act 0.2, KLK7 zymogen act 0.1 and HGIII-sPLA2 inh -2.0.
CC(=O)/C=C(/C)NC(Cc1c[nH]c2ccccc12)C(=O)O (stereo unspecified) was read as hgDAF12 agonist 2.6&0.6, ssDAF-12 act 0.2&0.1, hcDAF-12 act 2.1&4.1, NPR1 activator 4.3&3.7, DAX1 inh-1 0.5&0.7, SMARCA2 act -2.2&1.1, DAX1 inh-2 0.7&0.4, FXN GAA850 act -0.5&-0.7, GC-B act 6.6&2.8, KLK7 zymogen act -0.2&0.5 and HGIII-sPLA2 inh -6.6&-2.6.
`Cc1cccc(NC(=O)CN2CCN(C(=O)c3ccc(OCc4cn5ccccc5n4)cc3)CC2)c1C` gave hgDAF12 agonist -1.7, ssDAF-12 act -1.7, hcDAF-12 act -2.2, NPR1 activator 0.2, DAX1 inh-1 -0.3, SMARCA2 act 1.1, DAX1 inh-2 -1.4, FXN GAA850 act 0.3, GC-B act -2.8, KLK7 zymogen act -0.5 and HGIII-sPLA2 inh -4.8.
CS(=O)(=O)N(CC(=O)NCCSc1ccc(Cl)cc1)c1ccc2c(c1)OCO2 was read as hgDAF12 agonist 1.7, ssDAF-12 act -1.7, hcDAF-12 act -1.7, NPR1 activator -1.6, DAX1 inh-1 -0.3, SMARCA2 act -1.0, DAX1 inh-2 -1.3, FXN GAA850 act -0.1, GC-B act -3.7, KLK7 zymogen act -0.2 and HGIII-sPLA2 inh 2.3.
COc1ccc(NC(=O)c2ccc(CNS(=O)(=O)c3cccc(OC)c3)cc2)cc1 was read as hgDAF12 agonist 0.6, ssDAF-12 act -1.5, hcDAF-12 act -1.7, NPR1 activator -3.8, DAX1 inh-1 -0.1, SMARCA2 act -1.2, DAX1 inh-2 -0.7, FXN GAA850 act -1.6, GC-B act -5.4, KLK7 zymogen act 1.1 and HGIII-sPLA2 inh -4.9.
O=C(COC(=O)c1nc(Cl)ccc1Cl)Nc1cccc(S(=O)(=O)N2CCOCC2)c1 was read as hgDAF12 agonist 1.8, ssDAF-12 act -0.9, hcDAF-12 act -0.3, NPR1 activator -0.3, DAX1 inh-1 -0.2, SMARCA2 act -3.2, DAX1 inh-2 -0.3, FXN GAA850 act -1.1, GC-B act 2.5, KLK7 zymogen act -0.1 and HGIII-sPLA2 inh -4.4.
